Screening data (PubChem)
EPAC1 ag: activates human EPAC1 exchange factor | Potency, µM (doses to about 154 µM), inactives show top-dose activation, most hits filed as activators | EPAC1 agonist qHTS, biochemical assay; response scale: 100% = response to 6.5 mM cAMP | 360,000 compounds, 0.073% hits | O95398; note: nearly all actives have a fitted effect of over 60% in size
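Fluorescent GDP-exchange assay: 100 nM EPAC1 with 250 nM Rap1B preloaded with BODIPY-GDP and 50 uM GDP; compounds tested as concentration series, 5 min at room temperature, then read every 5 min for 30 min (ex 480/em 540 nm); normalized to 6.5 mM cAMP.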
EPAC1 antagonist: blocks human EPAC1 exchange factor; O95398; EPAC1 GEF assay, Rap1b-BODIPY-GDP exchange fluorescence; Potency, µM (series often up to 115 µM), for the others: at the highest dose activity change, negative = inhibition, usual class: inhibitors; 360,000 compounds, 0.14% hits; AID 720709;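 note: plate controls were vehicle for no effect and positive control for full effect; nearly all actives have a fitted effect of over 50% in size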
EPAC2 ag: activates human EPAC2 exchange factor; Q8WZA2; EPAC2 activation, biochemical qHTS; response scale: 100% = 6.5 mM cAMP response; Potency, µM (doses to about 154 µM), for the others: at the top dose activation, usual class: activators; 360,000 compounds, 0.079% hits; note: nearly all actives have a fitted effect of over 50% in size
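qHTS, titration series. 100 nM EPAC2 / 250 nM Rap1B-BODIPY-GDP / 50 uM GDP; RT; ex 480/em 540 nm, 5-min reads to 30 min. Norm. to 6.5 mM cAMP = activation.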
aSyn rescue: inhibitors of alpha-synuclein toxicity in yeast; 370,000 compounds, 0.14% hits; Potency, µM (highest dose often 46.1 µM), inactives show at the top dose growth rescue (activation), usual class: activators; Yeast expressing alpha-synuclein, growth rescue, BacTiter-Glo, 24 h; note: % of control where 0% means no effect; nearly all actives have a fitted effect of over 65% in size
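Rescue of yeast growth: cells expressing toxic alpha-synuclein, induced in galactose at OD600 0.02, incubated with compound 24 h at 30 C. ATP luminescence quantified growth; inhibitors of toxicity appear as activators.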
PTHR1 agonist: agonists of human PTHR1 parathyroid hormone receptor; Q03431; HEK293 GP2 PTHR1 cells, GloSensor cAMP luminescence, 1 h; Potency, µM (doses to about 115 µM), inactives show at the top dose activation, hits mostly activators; 410,000 compounds, 0.075% hits; AID 743266; note: nearly all actives have a fitted effect of over 55% in size; some results filed as inactive show a strong effect at the top dose; inactives centre near -15; many of its hits are not listed in these tables
Target sequence (Q03431 whole entry, looked up): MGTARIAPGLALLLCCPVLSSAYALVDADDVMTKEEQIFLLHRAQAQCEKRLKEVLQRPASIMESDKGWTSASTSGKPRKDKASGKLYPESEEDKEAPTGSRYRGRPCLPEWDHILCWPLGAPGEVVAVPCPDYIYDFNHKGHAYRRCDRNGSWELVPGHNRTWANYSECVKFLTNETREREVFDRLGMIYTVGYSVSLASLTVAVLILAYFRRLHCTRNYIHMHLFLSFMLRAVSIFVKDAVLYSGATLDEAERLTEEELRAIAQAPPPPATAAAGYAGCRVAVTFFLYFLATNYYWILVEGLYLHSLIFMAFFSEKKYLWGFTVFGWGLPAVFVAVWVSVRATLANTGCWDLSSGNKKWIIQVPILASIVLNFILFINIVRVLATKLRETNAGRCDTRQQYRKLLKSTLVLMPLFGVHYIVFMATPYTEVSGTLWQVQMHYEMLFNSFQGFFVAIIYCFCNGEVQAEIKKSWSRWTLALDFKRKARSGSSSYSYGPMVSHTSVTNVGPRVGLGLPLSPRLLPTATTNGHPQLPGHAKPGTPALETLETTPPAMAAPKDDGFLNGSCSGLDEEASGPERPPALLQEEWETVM
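HEK-293-derived GP2 cells expressing PTHR1 and a GloSensor cAMP reporter, 3,000/well, plated overnight, given luciferin plus IBMX (each 0.5 mM as added) for 1 h at 37 °C, then compound for 1 h at 37 °C. Luminescence was read after 15 min at room temperature.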
TDP-43 yeast inh: TDP-43 toxicity inhibition in yeast; TDP-43 expressing yeast growth rescue, BacTiter-Glo, 24 h; Potency, µM (series often up to 46.1 µM), inactives show at the highest dose growth rescue (activation), actives largely listed as activators; 410,000 compounds, 1.8% hits; AID 652104; note: % of control where 0% means no effect; nearly all actives have a fitted effect of over 50% in size
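Yeast cells expressing TDP-43 under galactose induction are exposed to compounds for 24 hr at 30 deg C. BacTiter-Glo luminescence measures growth, so protective compounds score as activators.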
EPAC2 antag: antagonists of human EPAC2; Potency, µM (highest dose often 114 µM), inactives show at the top dose activity, negative = inhibition, most hits filed as inhibitors; Q8WZA2; 360,000 compounds, 0.18% hits; EPAC2 GEF exchange of Rap1B-BODIPY-GDP, fluorescence; note: % is set by controls: 0 for no effect and ±100 for the full control effect; nearly all actives have a fitted effect of over 45% in size; many of its hits are not listed in these tables
FUS yeast rescue: rescues growth of FUS-expressing yeast. S. cerevisiae FUS-expressing, growth rescue, OD600, 24 h. Potency, µM (highest dose often 76.6 µM), for inactives: at the highest dose growth rescue (activation), actives largely listed as activators. 390,000 compounds, 0.24% hits;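 note: plate controls were DMSO vehicle for no effect and reference control for full effect; nearly all actives have a fitted effect of over 55% in size; some results filed as inactive show a strong effect at the top dose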
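Compound concentration series was pinned onto galactose-induced FUS-expressing yeast seeded at OD 0.005. Plates sat 24hr at 30C; absorbance at 600 nm gave growth. DMSO served as background control.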
An asterisk follows results filed as active; i = inactive; u = inconclusive; x = no result given; & = joins results of further samples; [ ] = another dose, or the depositor's remark. Calls come from the whole dose curve; as a rule, active = well fitted curve in the direction sought with a large enough effect; inconclusive = small, poorly fitted or top-dose-only effect, or another doubt; inactive = no such curve, though single readings can be large; an effect the other way counts as inactive or inconclusive. Potency is the fitted concentration of half-maximal effect. This is a subset. The share of hits here may be higher or lower than overall.

cpd | compound | EPAC1 ag | EPAC1 antagonist | EPAC2 ag | aSyn rescue | PTHR1 agonist | TDP-43 yeast inh | EPAC2 antag | FUS yeast rescue
1 | Cc1ccc(C)c(Cn2nnc(C(=O)Nc3ccc4c(c3)OCCO4)c2N)c1 | 2.6% | -17.7% | -4.1% | 6.8% | -40.6% | 0.0% | 2.5% | -12.1%
2 | CC(C)N1CCC(C)(C(=O)Nc2cccc3c2CCCC3)C1 (configuration not stated) | -2.4% | -2.6% | 5.1% | 0.7% | -22.6% | 14.9% | 7.2% | -8.6%
3 | Oc1ccc(Cl)cc1CNc1nccs1 | -5.6% | -2.8% | -0.9% | 9.1% | -22.9% | 3.1% | -3.5% | -6.1%
4 | O=C(Nc1nnc(C2CC2)o1)c1ccc(S(=O)(=O)N2CCCc3ccccc32)cc1 | -10.3% | -8.1% | 25.5% | u | -5.7% | 17.8µM* | -19.4% | 27.2%
5 | COc1cccc(-c2cc(C(=O)NCCCn3ccnc3)c3ccccc3n2)c1 | -0.7% | 10.0% | 4.1% | -11.3% | i | 6.9% | 3.7% | x
6 | C/C(=C\C(=O)c1ccc(Br)cc1)NNC(=O)c1ccc(O)cc1 | 6.2% | -20.2% | 7.6% | 1.1% | 24.8% | 13.9% | 4.6% | 23.9%
7 | CSCC[C@@H](C(=O)Nc1ccc2c(c1)OCCO2)N1Cc2ccccc2C1=O | -14.2% | -2.0% | 23.1% | -2.3% | 15.4% | -7.6% | -6.4% | -12.1%
8 | O=C(NCC1CCN(c2ccc(S(=O)(=O)N3CCOCC3)cc2)CC1)c1cccc(Cl)c1 | 9.3% | -2.5% | 7.7% | 0.0% | i | -10.6% | -3.0% | -20.4%
9 | c1cc(-c2ccsc2)n2ccnc2c1 | -12.8% | -17.1% | -0.8% | 0.1% | -1.6% | 20.9% | -1.6% | -24.8%
10 | CCN1CCN(c2ccc(S(=O)(=O)N3CCCCC3)cc2NC(=O)COc2ccccc2)CC1 | 24.2% | -2.4% | 18.7% | -0.6% | i | 8.7% | -5.1% | 35.5%
11 | COC(=O)CSc1nnc(CNC(=O)c2ccccc2OC)n1-c1ccc(OC)cc1 | -1.9% | 6.3% | 10.8% | -0.5% | -8.2%[57.5 µM] | -13.1% | 0.5% | 10.6%
12 | O=C(CCc1nc(-c2ccccc2F)no1)NCCN1CCOCC1 | 1.5% | 11.3% | -9.7% | 2.7% | i | 12.5% | 4.5% | 5.7%
13 | CC(=O)c1ccc(-c2nnc(CCC(=O)N3CCCC(C(=O)CC(C)C)C3)o2)s1 (configuration not stated) | -9.8% | 3.6% | -4.5% | 4.7% | -18.2% | 10.8% | -4.0% | 40.6%
14 | Cc1cc(NC(=O)c2cc(C)on2)no1 | -2.1% | -7.7% | 1.1% | 0.7% | -10.8%[57.5 µM] | -9.9% | -0.7% | 1.8%
15 | Nc1ncc(-c2ccccc2)c(-c2ccc(OCc3ccccc3)cc2O)n1 | 15.7% | -10.3% | 5.1% | 4.1% | -16.9% | 12.7% | -9.8% | 35.8%
16 | Cc1ccc2c(c1)c1c(n2CC(O)Cn2nc(C)c(Br)c2C)C(=O)CCC1 (configuration not stated) | 3.0% | 8.1% | -20.3% | 8.3% | -4.0%[57.5 µM] | 6.1% | -7.3% | 13.7%
17 | Fc1ccc(NC2=NCCCCC2)cc1 | 0.3% | 9.8% | 0.2% | 2.0% | -18.9% | 27.5% | 3.4% | -20.3%
18 | Cc1nn(-c2ccccc2)c(C)c1CN | -1.5% | -5.4% | 5.1% | -7.0% | -14.1% | 8.6% | 1.1% | -12.6%
19 | Cc1cnc([N+](=O)[O-])n1CCOC(=O)c1cccc(F)c1 | -0.8% | 10.2% | 4.9% | 3.0% | i | 14.9% | 0.6% | -0.2%
20 | CCOc1c(Br)cc(CNc2ncn[nH]2)cc1OC | 1.1% | -7.6% | -2.1% | 0.5% | i | 14.3% | -0.6% | -29.3%
21 | C[C@H]1CN([C@@H](C)CO)C(=O)CCCn2nncc2CO[C@H]1CN(C)S(=O)(=O)c1ccccc1 | -16.2% | -12.8% | 4.8% | u | i | 15.6% | 4.7% | 10.9%
22 | CN1CCN(c2ccccc2NC(=O)c2ccc(Br)o2)CC1 | 7.5% | -14.7% | -0.1% | -7.6% | i | 8.5% | 1.5% | -45.5%
23 | COc1ccccc1C(=O)Nc1ccc2nc(SCC(=O)N(C)C)sc2c1 | -3.7% | -2.1% | 2.6% | -0.9% | -22.8% | 22.1% | -2.4% | 28.7%
24 | Cn1c(C(=O)NCCCN2CCCC2=O)cc2c(=O)n(C)c3ccccc3c21 | 5.3% | -16.2% | 1.2% | -1.6% | -21.9% | 0.8% | -7.9% | 5.2%
25 | O=C1c2ccccc2C(=O)N1CCOc1ccccc1 | -2.7% | -3.4% | 11.6% | 15.5% | -22.0%[57.5 µM] | u | 0.8% | 16.7%
26 | COCCNC(=O)CSc1ccccc1C(=O)NCC1CCCCC1 | -10.3% | -11.0% | 5.3% | -5.0% | -13.7% | -20.7%[0.397 µM] | 9.9% | 14.9%
27 | CC1(OC(=O)c2cccs2)C(=O)C=C2C=C(C3CC3)OC=C2C1=O (configuration not stated) | -7.8% | 13.3% | -0.6% | -6.3% | -6.8% | 20µM* | 8.0% | -4.0%
28 | O=C(O)c1ccccc1NS(=O)(=O)c1cccc2cccnc12 | 9.8% | -6.3% | 10.7% | 0.6% | -15.9% | 6.6% | 7.4% | 7.3%
29 | Cc1ccc(C(=O)NCc2ccc3c(c2)OCO3)c(Cl)c1 | 1.2% | -13.1% | 6.3% | 1.4% | -13.6% | u | -0.8% | -23.0%
30 | Cc1ccc(C(=O)NC2CCC(C)CC2)s1 (configuration not stated) | 0.1% | -6.4% | 2.9% | 4.2% | -32.7%[inhibitor] | u | -17.6% | -13.1%
31 | S=c1[nH]nc(Cn2nnc3ccccc32)n1-c1ccc(Cl)cc1 | 9.3% | -8.6% | 7.1% | -7.2% | -37.0% | 9.3% | 0.2% | -18.0%
32 | COc1cccc(C(=O)Nc2ccccc2C(=O)NC2CC2)c1 | -5.7% | -4.5% | -1.1% | -7.7% | i | 10.4% | 8.3% | 6.4%
33 | O=C(CN1CCCN(Cc2ccc(F)cc2)S1(=O)=O)NC1CCCC1 | 3.6% | 8.1% | 2.5% | -1.9% | i | -12.8% | 9.4% | -1.0%
34 | CC(=O)C1=C(C)NC(SCC(=O)c2ccc(F)cc2)=C(C#N)C1CC(C)C (configuration not stated) | -1.5% | 1.7% | 17.9% | -7.6% | -8.9% | 0.0% | 0.3% | 6.5%
35 | Cc1ccc(S(=O)(=O)N2CCCN(Cc3nc4ccccc4c(=O)[nH]3)CC2)cc1 | -3.3% | -17.9% | 10.0% | -0.7% | i | -4.0% | -0.4% | 3.4%
36 | Cc1ccc(C)c(NC(=O)NNC(=O)c2ccc3ccccc3c2O)c1 | 1.0% | -3.2% | 4.2% | -1.3% | -13.1% | -4.9% | 4.9% | 1.4%
37 | COc1cccc(CC(=O)Nc2ccc(-c3csc(C)n3)cc2)c1 | -3.7% | -2.7% | 6.3% | 9.9% | i | 27.1% | -8.4% | -8.2%
38 | CCCCOC(=O)c1ccc(NC(=O)C(=O)NCCN(CC)CC)cc1 | 5.8% | 10.3% | -0.7% | -1.4% | i | 3.1% | -1.3% | 7.8%
39 | Nc1nnc(SCC(=O)N2CCCCC2)s1 | 1.7% | -2.5% | 3.8% | 0.6% | -23.2% | 6.8% | -1.7% | -5.9%
40 | CCn1nc(NS(=O)(=O)c2ccc(NC(C)=O)cc2)c2cc3ccc(C)cc3nc21 | -7.8% | 14.0% | -6.5% | 5.5% | -0.6% | -7.3% | -14.4% | 38.9%

Overlap with the part before: 3 compounds, then new ones.
cpd | compound | EPAC1 ag | EPAC1 antagonist | EPAC2 ag | aSyn rescue | PTHR1 agonist | TDP-43 yeast inh | EPAC2 antag | FUS yeast rescue
38 | CCCCOC(=O)c1ccc(NC(=O)C(=O)NCCN(CC)CC)cc1 | 5.8% | 10.3% | -0.7% | -1.4% | i | 3.1% | -1.3% | 7.8%
39 | Nc1nnc(SCC(=O)N2CCCCC2)s1 | 1.7% | -2.5% | 3.8% | 0.6% | -23.2% | 6.8% | -1.7% | -5.9%
40 | CCn1nc(NS(=O)(=O)c2ccc(NC(C)=O)cc2)c2cc3ccc(C)cc3nc21 | -7.8% | 14.0% | -6.5% | 5.5% | -0.6% | -7.3% | -14.4% | 38.9%
41 | CCOc1c2ccc(C(=O)NCc3ccccc3OC)cc2nn1CC | -16.5% | -2.0% | -1.1% | 0.4% | u | -20.0% | -13.6% | 3.3%
42 | CCOc1ccc2[nH]c(=O)c(C(c3nnnn3Cc3ccco3)N3CCC(C)CC3)cc2c1 (configuration not stated) | 3.3% | 5.3% | 13.1% | -4.1% | i | -39.5%[inhibitor] | -0.5% | u
43 | O=C(NCCCN1CCOCC1)c1ccc(N2CCCC2)c([N+](=O)[O-])c1 | 1.2% | -9.5% | -1.8% | 0.5% | i | -4.4%[9.22 µM] | -10.6% | 6.1%
44 | COc1ccc(C(=O)N/C(=C\c2ccco2)C(=O)NCCCn2ccnc2)cc1 | 2.6% | -2.5% | 1.2% | 0.1% | -8.7% | -13.2% | 16.6% | x
45 | Cn1c(SCC(=O)NCc2ccc3c(c2)OCO3)ncc(C(=O)Nc2ccc(F)cc2)c1=O | 4.5% | -3.2% | -4.1% | 2.8% | i | 19.7% | 9.9% | -9.5%
46 | O=C(NC(c1ccc(Cl)cc1)c1cc(Cl)c2cccnc2c1O)c1cccnc1 (configuration not stated) | 9.3% | -4.4% | 8.6% | 23.0% | i | u | 7.3% | 19.3%
47 | Cc1nc2ccccc2nc(=O)c1NNc1ccccc1 | -2.2% | 8.8% | 6.4% | 0.1%&-6.3% | -14.9% | 2.1% | -7.8% | 4.2%
48 | COc1ccccc1/C=C/C=N/NC(=O)CN1CCN(S(=O)(=O)c2ccc(C)cc2)CC1 | 17.0% | -8.2% | -0.5% | 3.6% | i | -1.8% | -5.6% | 7.1%
49 | Cc1cccc2nc(CSc3nc4ccc([N+](=O)[O-])cc4[nH]3)cn12 | 2.3% | 6.4% | 7.8% | -2.1% | i | 0.1% | 10.7% | 15.8%
50 | COc1ccc(-c2cn(-c3ccc(C)cc3C)c(=S)[nH]2)cc1OC | 2.6% | -11.6% | 11.0% | 7.1% | -40.0%[inhibitor] | 8.6% | -2.2% | u
